P. falciparum M1AAP: P. falciparum M1AAP inhibitors, biochemical, fluorogenic H-Leu-NHMec substrate, 1536-well (AID 1445); inhibition, % at 30 µM; hits with a dose series show IC50 in µM; 220,000 compounds, 0.42% hits; recombinant M1AAP, H-Leu-NHMec fluorogenic kinetic assay; higher % means a stronger effect;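 active = primary inhibition above the hit cutoff, then over 50% inhibition at one or more dose response concentrations, cut at about 23% in these data, passing the limit was not always enough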;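 note: plate controls were DMSO full reaction for no effect and no enzyme background for full effect; strong numbers were not always called active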
TNAP activators: human TNAP enzyme activators, primary screen, biochemical, luminescent, no phosphate acceptor, uHTS (AID 1001); purified TNAP, luminescent activation assay, no phosphate acceptor; higher activation fold means a stronger effect; activation fold at 20 µM; hits with a dose series show EC50 in µM; 200,000 compounds, 0.03% hits; in the data active = activation fold from about 3, or a potency from the dose series; inactive = the rest, 99 in 100 with activation fold below about 1.6; note: many of its hits are not listed in these tables
WT yeast gro inh: growth inhibition of WT yeast, mitochondrial fusion screen; AID 1362; inhibition, % at 10 µM; mitochondrial fusion phenotypic screen, WT strain; 190,000 compounds, 2.1% hits; in the data active = inhibition above about 58%; tested in S. cerevisiae
Yfh1-off respiration: mitochondrial function rescue without frataxin homolog – Friedreich's ataxia, plus single-dose screen, dose response (AID 1465). S. cerevisiae Yfh1-off respiration, WST-1 reduction, 72 h; higher fold induction means a stronger effect. fold induction at 50 µM, or EC50 in µM where a hit was titrated. 220,000 compounds, 0.074% hits;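 active = fold induction of absorbance versus untreated yeast above a set limit, then at least 30% activation at any dose in follow-up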;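 note: activators that raise dye reduction in frataxin-depleted yeast; strong numbers were not always called active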
LYP inhibition: inhibitors of LYP phosphatase, biochemical, fluorescence intensity, uHTS (AID 1779); recombinant LYP phosphatase, fluorescence intensity; higher % means a stronger effect; inhibition, % at 11.5 µM, or IC50 in µM where a hit was titrated; 290,000 compounds, 0.054% hits;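 note: plate controls were vehicle with enzyme for no effect and no enzyme for full effect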
human PMI inhibitors: human PMI inhibitors, high substrate, primary screen, biochemical, fluorescence intensity, high mannose 6-phosphate (AID 1220); recombinant PMI enzyme, coupled fluorescence intensity; higher % means a stronger effect; inhibition, % at 20 µM, or IC50 in µM where a hit was titrated; 190,000 compounds, 0.66% hits
XIAP antagonists: XIAP antagonists, biochemical, IAP family, fluorescence polarization (AID 1018) | XIAP BIR domain, fluorescence polarization peptide displacement; higher % means a stronger effect | one-dose displacement, % at 20 µM; IC50 in µM for titrated hits | 200,000 compounds, 0.007% hits; in the data active = displacement above about 50%; note: a part of the inactive calls stands beside numbers as strong as those of hits
P. falciparum M17LAP: P. falciparum M17LAP inhibitors, primary screen, biochemical, fluorogenic H-Leu-NHMec substrate, 1536-well (AID 1619). recombinant M17LAP, H-Leu-NHMec fluorogenic kinetic assay; higher % means a stronger effect. one-dose inhibition, % at 30 µM; IC50 in µM for titrated hits. 220,000 compounds, 0.38% hits;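 active = compound inhibiting the enzyme by more than half at any dose during confirmatory dose-response retesting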;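 note: plate controls were full reaction with DMSO carrier for no effect and no enzyme background for full effect; strong numbers were not always called active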
PMI inhibitors: inhibitors of human PMI, primary screen, biochemical, fluorescence intensity, coupled assay (AID 1209). purified PMI enzyme, coupled fluorescence intensity; higher % means a stronger effect. inhibition, % at 20 µM, or IC50 in µM where a hit was titrated. 190,000 compounds, 0.42% hits;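 note: plate controls were DMSO vehicle for no effect and wells lacking substrate for full effect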
WT yeast gro inh mutant strain: second read-out of WT yeast gro inh, no call of its own (marks repeat the call); inhibition, %; mitochondrial fusion phenotypic screen, mutant strain inhibition
The depositor's hits bear a star; i = inactive; nt = not tested or not shown. Cut-off read from the data, not from the text of the source, unless noted: active = inhibition above about 50%; inactive = the rest.

SMILES | P. falciparum M1AAP | TNAP activators | WT yeast gro inh | WT yeast gro inh mutant strain | Yfh1-off respiration | LYP inhibition | human PMI inhibitors | XIAP antagonists | P. falciparum M17LAP | PMI inhibitors
COCCNC(=S)N(Cc1cccnc1)Cc1ccc(OC)c(OC)c1 | 1% | 1.1 | 0 | 0 | i | 1% | -6% | 0.9% | 4% | -6%
CCN(CC)S(=O)(=O)N1CCC(C(=O)NCCC2=CCCCC2)CC1 | 1% | 1.1 | 3 | 9 | i | 0% | -4% | -7.8% | 3% | -4%
CN1C(=O)c2ccc(NC(=O)C3CCCCC3)cc2C1=O | 11% | 1 | -2 | 2 | i | -10% | -1% | -7.2% | -10% | -6%
CC[C@@H](C)[C@@H](C(=O)N1CCN(C(=O)OC(C)(C)C)CC1)n1cc(CCCCNC(=O)OC(C)(C)C)nn1 | 2% | 1.1 | -6 | 5 | i | -2% | -1% | -1.8% | -3% | 0%
CCCCNC(=S)NNC(=O)CCn1nc(C)c(Br)c1C | 5% | 1.3 | 1 | -1 | i | -3% | -5% | -4.5% | 0% | -6%
COc1ccc(/C=N/n2cnc3c([nH]c4ccc(Br)cc43)c2=O)cc1CN1CCOCC1 | -3% | 1.1 | 18 | -14 | i | 1% | -1% | -5.0% | -13% | 0%
CCNC(=O)C/C(C)=N/NC(=O)C1CCCCC1 | 1% | 1.3 | 0 | 17 | i | 3% | -3% | 0.9% | 13% | 3%
COc1ccc(C2N(c3ccc4c(c3)OCCO4)C(=O)C2(F)F)cc1OC (stereo not given) | -2% | nt | nt | nt | i | -4% | nt | nt | 3% | nt
Cc1ccc(C(=O)NNC(=O)c2ccc3ncccc3c2)cc1 | -2% | 1.2 | 5 | 4 | i | -7% | -11% | -6.5% | 1% | -8%
CCC(=O)c1ccc2c(c1)OCCO2 | -2% | nt | nt | nt | i | -9% | nt | nt | -2% | nt
COC(=O)COc1ccc(S(=O)(=O)NCc2ccco2)cc1Cl | -8% | 1.1 | 2 | -33 | i | -12% | 0% | -4.9% | -2% | 5%
CSCCC(NC(=O)c1ccc([N+](=O)[O-])cc1Cl)C(=O)OCC(=O)NCC(F)(F)F (stereo not given) | 2% | 0.8 | -3 | -6 | i | 5% | -8% | -13% | 9% | 2%
CC1(C)CC(NC(=O)CC2CCCCC2)CC(C)(C)N1 | -1% | 1.1 | -9 | 8 | i | -2% | -1% | -4.9% | -10% | -2%
O=C1CC(c2ccccc2)CC(O)=C1C=NCCCN1CCOCC1 (stereo not given) | 4% | 1 | 1 | 6 | i | -7% | 14% | -5.0% | 3% | 5%
COc1cc(/C=N/NC2=NC(C)(C)Cc3ccccc32)cc(OC)c1OC | -9% | 1 | 12 | 11 | i | -5% | 8% | -6.0% | -5% | 7%
O=C(CN1CCCC1)NCC12CC3CC(CC(C3)C1)C2 | 2% | 1 | -3 | -14 | i | -4% | -12% | -9.3% | 12% | -10%
COc1ccc(OCCCNCCc2ccccc2)cc1 | 4% | 1.1 | -3 | 6 | i | -3% | 0% | -5.4% | 4% | -2%
CCOCc1nnc(NS(C)(=O)=O)s1 | 4% | 1 | -1 | -11 | i | 2% | -2% | -2.9% | -6% | -3%
O=C(COc1ccc(OCc2ccccc2)cc1)NN=C1CCCC1 | 3% | 1.6 | -3 | -6 | i | -5% | -2% | -5.5% | 1% | -3%
CC(=O)N1CCC(N2CCN(c3ccccc3F)CC2)CC1 | -4% | 1.1 | 13 | 7 | i | -6% | -8% | -1.5% | 4% | -4%
N/C(=N\OC(=O)CC1CCCCC1)c1cccnc1 | 6% | 1.1 | -2 | -8 | i | -6% | -1% | -5.2% | 8% | -1%
C/C=C\C=C/C(=O)Nc1cccc(C2=NOC3(C2)C[C@@H](C(N)=O)N(C(=O)CCCCC)C3)c1 (stereo not given in full) | 0% | nt | nt | nt | i | -6% | nt | nt | 7% | nt
CCOC(=O)c1ccc(N2C(=O)CC(C)(CC)CC2=O)cc1 | 0% | nt | nt | nt | i | -9% | nt | nt | 3% | nt
COc1ccc(C2=Nc3cccc4cccc(c34)N2)cc1 | 0% | 1.1 | 66* | -4.9* | nt | 0% | 53%* | -3.8% | 11% | 27%
COC(=O)c1ccc(CSc2nc3cc(Cl)ccc3s2)o1 | 6% | 1.1 | 54 | 50 | i | -6% | 10% | -3.4% | -2% | 15%

One compound at a time, from the list above. Order of screens: P. falciparum M1AAP | TNAP activators | WT yeast gro inh | WT yeast gro inh mutant strain | Yfh1-off respiration | LYP inhibition | human PMI inhibitors | XIAP antagonists | P. falciparum M17LAP | PMI inhibitors
`COc1ccc(C2N(c3ccc4c(c3)OCCO4)C(=O)C2(F)F)cc1OC` (stereo not given) as listed: -2% | nt | nt | nt | i | -4% | nt | nt | 3% | nt
`COc1cc(/C=N/NC2=NC(C)(C)Cc3ccccc32)cc(OC)c1OC` as listed: -9% | 1 | 12 | 11 | i | -5% | 8% | -6.0% | -5% | 7%
`CCOC(=O)c1ccc(N2C(=O)CC(C)(CC)CC2=O)cc1` as listed: 0% | nt | nt | nt | i | -9% | nt | nt | 3% | nt
`CCC(=O)c1ccc2c(c1)OCCO2` as listed: -2% | nt | nt | nt | i | -9% | nt | nt | -2% | nt

Ordered by count of non-hydrogen atoms (smallest number first): 6 of the compounds above
SMILES | P. falciparum M1AAP | TNAP activators | WT yeast gro inh | WT yeast gro inh mutant strain | Yfh1-off respiration | LYP inhibition | human PMI inhibitors | XIAP antagonists | P. falciparum M17LAP | PMI inhibitors
CCNC(=O)C/C(C)=N/NC(=O)C1CCCCC1 | 1% | 1.3 | 0 | 17 | i | 3% | -3% | 0.9% | 13% | 3%
CC1(C)CC(NC(=O)CC2CCCCC2)CC(C)(C)N1 | -1% | 1.1 | -9 | 8 | i | -2% | -1% | -4.9% | -10% | -2%
Cc1ccc(C(=O)NNC(=O)c2ccc3ncccc3c2)cc1 | -2% | 1.2 | 5 | 4 | i | -7% | -11% | -6.5% | 1% | -8%
O=C1CC(c2ccccc2)CC(O)=C1C=NCCCN1CCOCC1 (stereo not given) | 4% | 1 | 1 | 6 | i | -7% | 14% | -5.0% | 3% | 5%
COc1ccc(C2N(c3ccc4c(c3)OCCO4)C(=O)C2(F)F)cc1OC (stereo not given) | -2% | nt | nt | nt | i | -4% | nt | nt | 3% | nt
CC[C@@H](C)[C@@H](C(=O)N1CCN(C(=O)OC(C)(C)C)CC1)n1cc(CCCCNC(=O)OC(C)(C)C)nn1 | 2% | 1.1 | -6 | 5 | i | -2% | -1% | -1.8% | -3% | 0%

Following part:
SMILES | P. falciparum M1AAP | TNAP activators | WT yeast gro inh | WT yeast gro inh mutant strain | Yfh1-off respiration | LYP inhibition | human PMI inhibitors | XIAP antagonists | P. falciparum M17LAP | PMI inhibitors
O=C(CC1S/C(=N/N=C/c2ccco2)NC1=O)Nc1ccccc1 (stereo not given) | 12% | 1.1 | 6 | 0 | i | -5% | 17% | -3.8% | 2% | 5%
O=C(CSc1nnc(SCc2cccc3ccccc23)s1)N=Nc1c(O)[nH]c2ccccc12 | 2% | 1.3 | -8 | -4 | i | -8% | -3% | -8.7% | 6% | 2%
COC(=O)C(CC(C)C)NC(=O)c1cccs1 (stereo not given) | -3% | 1.1 | -4 | -8 | i | -6% | 6% | -13% | -7% | 9%
CSCCC(NS(=O)(=O)c1ccc(Cl)c(Cl)c1)C(=O)O (stereo not given) | 1% | 1.1 | -5 | 12 | i | 4% | -13% | -7.5% | -5% | -8%
CCCCCCOC(=O)c1ccc(N)cc1 | -6% | nt | nt | nt | i | -3% | nt | nt | -8% | nt
O=[N+]([O-])c1ccc(N2CCN(S(=O)(=O)Cc3ccccc3)CC2)cc1N1CCOCC1 | 4% | 0.9 | 1 | -8 | i | 5% | 22% | -8.1% | -3% | 20%
COC(=O)C1=C(C)N(c2cccc(C)c2)C(=O)/C1=C\c1cccs1 | 4% | 1 | -2 | -6 | i | -7% | -4% | -7.3% | 15% | 4%
S=c1[nH]nc(-c2n[nH]c3c2CCC3)n1/N=C/C=C/c1ccco1 | 10% | nt | nt | nt | i | -2% | nt | nt | 4% | nt
CC(=Nc1ccccc1)C1=C(O)CSC1=O | 8% | 1.1 | 3 | 0 | i | -6% | -3% | -10% | -11% | 8%
CN(CC(CC(=O)Nc1nncs1)c1ccccc1)S(=O)(=O)c1ccccc1 (stereo not given) | 2% | 1.1 | 8 | 6 | i | -6% | -4% | -1.0% | -6% | -2%
COC(=O)C1=C(C)n2nnnc2NC1c1ccc(Cl)cc1 (stereo not given) | 3% | 1.1 | 27 | 12 | i | -1% | 4% | 1.3% | -4% | 11%
C1COCCNCCOCCOCCOCCN1 | 4% | 1.1 | -17 | -5 | i | -6% | 5% | 0.9% | 1% | -9%
Cc1cccc(C)c1NC(=O)CSc1nnc(-c2ccoc2C)n1CCc1ccccc1 | -4% | 1.1 | 27 | 3 | nt | -1% | -5% | -3.6% | 9% | 1%
COc1cccc(OCCn2c(C)c(/C=N/n3cnnc3)c3ccccc32)c1 | 8% | 1 | 16 | 4 | i | -9% | -8% | -4.4% | 6% | -3%
CC(=O)Nc1sc2c(c1C(c1ccccc1Cl)N1CCN(CCO)CC1)CCCC2 (stereo not given) | 1% | 1 | -1 | 2 | i | -7% | -6% | 2.4% | -2% | 3%
Cc1cc2c(c(SCC(=O)NCCc3ccccc3)n1)C(=O)OC2 | 0% | 1.1 | -12 | 3 | i | -2% | -1% | -7.5% | 9% | -1%
COCCCN1C(=O)C(O)=C(C(C)=O)C1c1cccc(F)c1 (stereo not given) | -1% | 1.1 | 7 | 19 | nt | -1% | -17% | -5.5% | 0% | -6%
COC(=O)c1ccccc1NS(=O)(=O)c1ccc(F)cc1 | 8% | 0.9 | 14 | 6 | i | 6% | -7% | -1.7% | 3% | -13%
CC/C(Cc1ccccc1)=N/NC(=O)c1cccc(Br)c1 | 7% | 1.1 | 2 | -8 | i | -7% | 0% | -2.3% | 7% | -20%
CCOC(=O)N1CCN(S(=O)(=O)c2ccc(OCC)c(C)c2)CC1 | 8% | 1.1 | 0 | -13 | i | -4% | 8% | -2.2% | 0% | 15%
Cc1cc2c(NS(=O)(=O)c3ccc(F)cc3)cccc2nn1 | 7% | nt | nt | nt | i | -8% | nt | nt | 1% | nt
CC(=O)/C=C(\C)Nc1ccc(-c2cnc(-c3ccccc3)o2)cc1 | 29% | 1 | 1 | 1 | i | -20% | 21% | -4.7% | -200% | 8%
N#Cc1cccc(NC(=O)NCCc2c[nH]c3ccccc23)c1 | -2% | 1.1 | 7 | 6 | nt | -9% | -8% | -5.9% | 1% | -7%
Cn1c(C(=O)N2CCC(C(=O)N3CCOCC3)CC2)cc2sccc21 | 3% | 1 | 12 | 7 | i | -1% | 1% | -8.9% | -2% | 8%
COCCCNS(=O)(=O)c1ccc(Oc2ncc(C(F)(F)F)cc2Cl)cc1 | 9% | 1 | 28 | 29 | i | -8% | 17% | -2.6% | 2% | 16%
COc1ccc(CNC(=O)C2CCCN2S(=O)(=O)c2ccc(C)cc2)cc1 (stereo not given) | 4% | 1.1 | -13 | 9 | i | -7% | 12% | -2.4% | 8% | -4%
